ASAP1 GAP inh – inhibitors of human ASAP1 ArfGAP activity, primary screen, biochemical, fluorescence polarization | Arf-GAP with SH3 domain, ANK repeat and PH domain-containing protein 1 (Homo sapiens), … | ASAP1-stimulated ARF1 GTP hydrolysis, GDP FP detection | inhibition, % at 16.5 µM | 0.19% of 360,000 active; in the data active means inhibition above about 25%;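 further: 0% = vehicle with enzyme and substrate and 100% = no enzyme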
Target sequence (Q9ULH1 325-724 limits assumed): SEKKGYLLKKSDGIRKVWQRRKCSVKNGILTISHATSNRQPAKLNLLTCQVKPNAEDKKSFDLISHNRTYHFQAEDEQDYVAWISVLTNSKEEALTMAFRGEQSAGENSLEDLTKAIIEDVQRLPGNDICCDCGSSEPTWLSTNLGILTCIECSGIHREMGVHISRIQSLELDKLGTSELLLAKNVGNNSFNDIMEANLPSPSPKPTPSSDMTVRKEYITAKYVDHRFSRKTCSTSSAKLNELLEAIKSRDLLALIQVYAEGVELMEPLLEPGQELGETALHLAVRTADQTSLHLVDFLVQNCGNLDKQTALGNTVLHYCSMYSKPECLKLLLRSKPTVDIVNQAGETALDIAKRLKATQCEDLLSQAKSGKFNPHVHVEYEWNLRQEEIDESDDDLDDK
HTRA1 inhibitor – HTRA1 serine protease inhibitors, primary screen, biochemical, fluorescence polarization, HTS; Q92743; inhibition, % at 5.96 µM; recombinant HTRA1, FP-rhodamine activity-based probe; 0.5% of 340,000 active; in the data active means inhibition above about 36%;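 further: 0% = enzyme with DMSO and 100% = wells lacking enzyme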
Target sequence (Q92743 whole entry, looked up): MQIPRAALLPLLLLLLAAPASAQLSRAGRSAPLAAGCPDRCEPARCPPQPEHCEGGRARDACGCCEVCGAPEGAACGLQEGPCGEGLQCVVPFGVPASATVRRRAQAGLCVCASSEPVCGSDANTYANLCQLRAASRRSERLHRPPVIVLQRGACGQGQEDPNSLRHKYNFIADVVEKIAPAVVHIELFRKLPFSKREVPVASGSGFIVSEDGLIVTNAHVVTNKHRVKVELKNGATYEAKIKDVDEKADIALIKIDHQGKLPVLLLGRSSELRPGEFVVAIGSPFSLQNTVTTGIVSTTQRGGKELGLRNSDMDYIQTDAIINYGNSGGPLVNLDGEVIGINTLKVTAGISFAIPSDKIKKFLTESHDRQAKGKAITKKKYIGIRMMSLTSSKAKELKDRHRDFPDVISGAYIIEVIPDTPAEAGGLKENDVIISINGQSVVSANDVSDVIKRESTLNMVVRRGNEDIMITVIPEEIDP
PG9 Ab binder – binders of HIV-1 gp120 antibody PG9, primary screen, biochemical, TR-FRET; AID 624416, 2012; TR-FRET gp120-PG9 antibody binding; HIV-1 gp120 / PG9 antibody interaction; 0.43% of 360,000 active; inhibition, % at 6.7 µM; in the data active means inhibition above about 8.5%
SMARCA2 act – SMARCA2 (BRM) function activators, primary screen, cell-based, luminescence, high throughput | MG213 cells, MMTV-luciferase reporter, dexamethasone, overnight | activation, % at 9.1 µM | 1% of 370,000 active; in the data active means activation above about 7.8%;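 further: 0% = vehicle wells and 100% = reference activator wells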
Rev-erbA mod – modulators of Rev-erb alpha DNA binding, primary screen, biochemical, FITC-DNA, fluorescence polarization, uHTS | Rev-erbα–FITC-DNA binding, 90 min | activity, % at 10 µM | 0.79% of 370,000 active;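 active means activity above about 14%, limit read from the data; passing the limit was not always enough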;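 further: 0% = DMSO wells with 35 nM protein and 100% = DMSO wells with 750 nM protein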
rCAG RNA binder – binders of r(CAG) RNA repeats, primary screen, biochemical, fluorescence; AID 651821, 2012; r(CAG) RNA repeat, TO-PRO-1 dye displacement fluorescence; inhibition, % at 3 µM; 1.3% of 370,000 active;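 active means inhibition above the plate cutoff, the mean of all test compounds on that plate plus 3 SD, cut at about 35% in these data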;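 further: 0% = DMSO alone and 100% = 100 µM mitoxantrone as full dye displacement; higher means more dye released from RNA so lower well fluorescence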
GC-B act – human GC-B receptor activators, primary screen, HEK293 GC-B cells, cGMP TR-FRET, EC30 CNP | Atrial natriuretic peptide receptor 2 (Homo sapiens), P20594 | AID 1920062, 2024 | 0% at EC30 CNP, 100% saturating CNP | 0.11% of 370,000 active | activation, % at 10 µM;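 active means activation at 10 µM reaching about 35% in either raw or pattern-adjusted values, limit read from the data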
ABHD4 inh – ABHD4 inhibitors, primary screen, biochemical, fluorescence polarization, mouse; (Lyso)-N-acylphosphatidylethanolamine lipase (Mus musculus), Q8VD66; purified mABHD4, FP-Rh probe fluorescence polarization; inhibition, % at 8.92 µM; 0.54% of 370,000 active;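 active means inhibition exceeding the mean over every tested compound plus 3 SD, cut at about 30% in these data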;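 further: 0% = plate median of compound wells and 100% = S159A mutant with DMSO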
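Assay system: wild-type mouse ABHD4 protein; compound: single nominal dose of 8.92 µM, 0.89% DMSO final; schedule: 45 min + 60 min at 25 °C; measured by: FP readout, ex 525 nm / em 598 nm; evaluation: % inhibition of FP-Rh probe binding versus controls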
ARFGAP1 inh – inhibitors of rat ARFGAP1 GAP activity, primary screen, biochemical, fluorescence polarization, GDP tracer. ADP-ribosylation factor GTPase-activating protein 1 (Rattus norvegicus), Q62848. Arfgap1-stimulated ARF1 GTP hydrolysis, GDP FP detection. inhibition, % at 16.5 µM. 0.26% of 360,000 active. AID 651572, 2012;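 active means inhibition above a per-plate limit, mean inhibition of low control wells plus 3 SD, cut at about 25% in these data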;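 further: 0% = DMSO wells with enzyme and 100% = wells lacking Arfgap1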
Target sequence (Q62848 1-136 limits assumed): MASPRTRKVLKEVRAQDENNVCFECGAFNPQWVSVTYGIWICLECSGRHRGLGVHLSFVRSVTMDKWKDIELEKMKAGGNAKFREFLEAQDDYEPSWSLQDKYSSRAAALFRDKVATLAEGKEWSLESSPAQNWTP
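System: truncated rat Arfgap1 GAP domain / Medium: HEPES-based buffer, pH 7.5 / Also added: N-terminally truncated human ARF1-GTP substrate / Incubation: enzyme reaction 120 min at 25 °C after 20 min preincubation / Measured by: FP of antibody-bound GDP Alexa 633 tracer, ex 620/em 688 nm / Replicates: singlicate, each compound tested once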
NPR1 activator – GC-A stimulated cGMP production enhancers – HEK293 GC-A cells, cGMP TR-FRET, EC30 ANP, primary screen. activation, % at 10 µM. Atrial natriuretic peptide receptor 1 (Homo sapiens), P16066. 0.14% of 370,000 active. 0% at EC30 ANP, 100% saturating ANP; in the data active means activation above about 40%
Starred values were filed as active, the others as inactive; . = no result given. The order is random; about 4.4% have a hit in one of these screens.

1) CC1CN(C(=S)NC2CCCC2)CC(C)O1 (stereo unspecified)
2) Cc1ccccc1CSCC(=O)NCc1ccco1
3) Cc1cc(=O)oc2cc(OCC(=O)Nc3c(Cl)cccc3C(F)(F)F)ccc12
4) Cc1c(NC(=O)c2cc(-c3ccccc3O)on2)c(=O)n(-c2ccccc2)n1C
5) C=CCc1c(C)[nH]c(=O)[nH]c1=O
6) CC(=O)Nc1ccc(NC(=O)CSc2nc3c(=O)n(C)c(=O)n(C)c3n2C)cc1
7) CCN1/C(=C2\C(=O)N(C)C(=S)N2C)C=Cc2ccccc21
8) O=C(Cn1nnc2ccccc21)NCc1ccccc1

| assay / entry | 1 | 2 | 3 | 4 | 5 | 6 | 7 | 8 |
| --- | --- | --- | --- | --- | --- | --- | --- | --- |
| ASAP1 GAP inh | 0 | 10 | 6 | -2 | -17 | 3 | 5 | -15 |
| HTRA1 inhibitor | 1 | 3 | -2 | 3 | -3 | 0 | 1 | -4 |
| PG9 Ab binder | -2.0 | -4.2 | 0.9 | 0.5 | -1.4 | -1.9 | -24 | 0.8 |
| SMARCA2 act | 0 | 4 | -2 | -1 | -3 | 1 | -3 | 3 |
| Rev-erbA mod | -3 | -1 | -2 | 2 | 8 | -3 | 10 | -3 |
| rCAG RNA binder | -2 | 5 | -7 | 0 | 2 | -1 | -1 | 0 |
| GC-B act | 2 | 1 | 3 | 0 | -3 | -4 | -2 | 6 |
| ABHD4 inh | -2 | 2 | 8 | 1 | -11 | 2 | 7 | -2 |
| ARFGAP1 inh | -1 | -4 | 9 | 2 | 2 | 0 | -3 | 11 |
| NPR1 activator | 0 | 2 | 1 | -1 | -2 | 0 | -12 | -2 |

9) CCN(Cc1ccccc1)C(=O)c1cc(S(=O)(=O)N2CCOCC2)cn1C
10) COc1cccc(C(=O)C2CCCN(C(=O)c3cccc(C#CC(C)(C)O)c3)C2)c1 (stereo unspecified)
11) O=C(CN1C(=O)NC2(CCCC2)C1=O)Nc1ccc(C(F)(F)F)cc1
12) Cc1ccc2nsnc2c1NC(=O)c1ccc(-c2cc(Cl)ccc2Cl)o1
13) CCN(CC(=O)NCc1cccs1)C(=O)c1cccc(S(=O)(=O)N2CCc3ccccc32)c1
14) COC(=O)C/C(O)=C(/N=Nc1cccc(C(F)(F)F)c1)C(=O)OC
15) COc1ccc(-c2ccc(C(=O)O)o2)c([N+](=O)[O-])c1
16) CC(=O)Nc1sc2c(c1C#N)CC(C)(C)NC2(C)C

| assay / entry | 9 | 10 | 11 | 12 | 13 | 14 | 15 | 16 |
| --- | --- | --- | --- | --- | --- | --- | --- | --- |
| ASAP1 GAP inh | 17 | -6 | 10 | 0 | -24 | -7 | -1 | 8 |
| HTRA1 inhibitor | 1 | 0 | 0 | -6 | 1 | 1 | -5 | 5 |
| PG9 Ab binder | -1.1 | 0.1 | -2.6 | 1.5 | -0.7 | -0.7 | 1.6 | 1.7 |
| SMARCA2 act | -1 | -3 | -2 | 2 | -1 | -2 | -7 | 1 |
| Rev-erbA mod | -7 | 3 | -2 | 1 | 4 | 2 | -3 | -8 |
| rCAG RNA binder | 3 | -7 | 3 | 13 | -3 | 2 | 1 | -2 |
| GC-B act | -4 | -4 | 3 | -7 | -1 | 2 | -3 | 0 |
| ABHD4 inh | 7 | -6 | -3 | -8 | -2 | -2 | 9 | 3 |
| ARFGAP1 inh | -7 | 1 | 3 | 14 | -9 | 1 | -6 | 3 |
| NPR1 activator | 1 | -1 | 0 | 1 | -2 | 2 | -3 | 2 |

17) Cc1cc(NC(=O)CN2C(=O)S/C(=C\c3ccccc3)C2=O)no1
18) O=C(CCN1C(=O)/C(=C/c2ccc(Cl)cc2)SC1=S)Nc1cccc(C(=O)O)c1
19) CC(/C=N/n1c(-c2ccccn2)n[nH]c1=S)=C\c1ccccc1
20) Cc1ccc(-n2ncc3c2CCCC3NC(=O)c2cnccn2)cc1C (stereo unspecified)
21) COc1ccc2c(-c3cc4ccc(OCc5ccc(F)cc5)cc4oc3=O)cc(=O)oc2c1
22) CCC(c1nnc(SCC(=O)Nc2ccc(C(C)=O)cc2)n1C1CCCCC1)N(C)C (stereo unspecified)
23) CC(C)C[C@H](NC(=O)c1[nH]cnc1C(=O)N[C@@H](C)c1ccccc1)C(=O)OC(C)(C)C
24) Cc1ccc(N2C(=O)[C@@H]3C(C(=O)C(c4ccccc4)c4ccccc4)=NN[C@@H]3C2=O)cc1

| assay / entry | 17 | 18 | 19 | 20 | 21 | 22 | 23 | 24 |
| --- | --- | --- | --- | --- | --- | --- | --- | --- |
| ASAP1 GAP inh | 3 | 8 | 1 | 0 | 9 | 12 | 5 | 1 |
| HTRA1 inhibitor | 1 | 3 | . | 6 | -6 | 4 | -40 | -15 |
| PG9 Ab binder | -2.5 | 0.5 | 1.2 | 1.2 | -2.9 | -2.1 | 0.4 | -0.2 |
| SMARCA2 act | 0 | -2 | -1 | -4 | -2 | 1 | -1 | -3 |
| Rev-erbA mod | -3 | 3 | 5 | 3 | 19 | 2 | 0 | -5 |
| rCAG RNA binder | 7 | 6 | 0 | -5 | 4 | -6 | -8 | 12 |
| GC-B act | 0 | -4 | -3 | 5 | -5 | -5 | -4 | 2 |
| ABHD4 inh | 2 | -1 | 1 | -6 | 0 | -2 | -16 | -20 |
| ARFGAP1 inh | 0 | -3 | 1 | -15 | 6 | 0 | 6 | -4 |
| NPR1 activator | 1 | 4 | -1 | 0 | -2 | 1 | -3 | -6 |

25) C/C(N)=C(/C#N)C(=O)CSc1nnc(COc2cc(C)ccc2C)o1
26) O=C(O)CCSCCC(=O)O
27) CCCn1cc(CN2CCC(Oc3ccc(C(=O)N4CCCC4)cc3)CC2)c(C)n1
28) COc1ccc(-c2cc(C(=O)Nc3cccc(S(=O)(=O)NCc4ccco4)c3)c3ccccc3n2)cc1OC
29) CN(C)C(=O)CCc1ccc2c3c([nH]c2c1)[C@]1(CCc2ccccc2)[C@@H](C(=O)N2CCCCC2)C[C@H](CC(=O)NCc2cccc(C(F)(F)F)c2)C(=O)N1CC3
30) C=C[C@H](CC(C)C)N(Cc1ccccc1)S(=O)(=O)N(Cc1ccccc1)[C@@H](C=C)CC(C)C
31) CC1CC(C(F)F)n2nc(C(=O)O)cc2N1 (stereo unspecified)
32) Cc1ccc(NC(=O)CC(NCCN2CCOCC2)C(=O)O)cc1Cl (stereo unspecified)
33) CCC(C)NS(=O)(=O)c1ccc(OCC(=O)Nc2ccc(F)cc2F)cc1 (stereo unspecified)
34) COc1ccc2nc(SCC(=O)NC(C)c3ccccc3)[nH]c2c1 (stereo unspecified)

| assay / entry | 25 | 26 | 27 | 28 | 29 | 30 | 31 | 32 | 33 | 34 |
| --- | --- | --- | --- | --- | --- | --- | --- | --- | --- | --- |
| ASAP1 GAP inh | -1 | 3 | 5 | 19 | -1 | -3 | -3 | -7 | 9 | -11 |
| HTRA1 inhibitor | 0 | 0 | 3 | -81 | 4 | -5 | 3 | -16 | -6 | -1 |
| PG9 Ab binder | 0.2 | 0.0 | 0.1 | 0.0 | -2.0 | 0.9 | -1.5 | -0.6 | -0.1 | -0.1 |
| SMARCA2 act | 5 | -1 | -1 | -1 | -2 | 1 | 1 | -1 | 0 | -2 |
| Rev-erbA mod | 2 | . | -8 | 4 | 3 | -2 | 3 | -1 | 4 | 0 |
| rCAG RNA binder | 1 | 3 | -9 | 22 | 5 | 3 | 3 | -1 | -5 | 3 |
| GC-B act | -1 | . | 3 | 1 | -5 | -2 | 8 | -1 | -1 | -2 |
| ABHD4 inh | -8 | -2 | -11 | -100 | -5 | 0 | 0 | -2 | 6 | 2 |
| ARFGAP1 inh | -4 | 6 | 2 | 26* | 15 | -5 | 3 | -3 | 3 | -12 |
| NPR1 activator | -4 | . | 0 | 5 | 3 | 0 | 2 | 0 | -1 | -3 |

Filtered by structure: the entries above containing fluorine
3) Cc1cc(=O)oc2cc(OCC(=O)Nc3c(Cl)cccc3C(F)(F)F)ccc12
11) O=C(CN1C(=O)NC2(CCCC2)C1=O)Nc1ccc(C(F)(F)F)cc1
14) COC(=O)C/C(O)=C(/N=Nc1cccc(C(F)(F)F)c1)C(=O)OC
21) COc1ccc2c(-c3cc4ccc(OCc5ccc(F)cc5)cc4oc3=O)cc(=O)oc2c1
29) CN(C)C(=O)CCc1ccc2c3c([nH]c2c1)[C@]1(CCc2ccccc2)[C@@H](C(=O)N2CCCCC2)C[C@H](CC(=O)NCc2cccc(C(F)(F)F)c2)C(=O)N1CC3
31) CC1CC(C(F)F)n2nc(C(=O)O)cc2N1 (stereo unspecified)
33) CCC(C)NS(=O)(=O)c1ccc(OCC(=O)Nc2ccc(F)cc2F)cc1 (stereo unspecified)

| assay / entry | 3 | 11 | 14 | 21 | 29 | 31 | 33 |
| --- | --- | --- | --- | --- | --- | --- | --- |
| ASAP1 GAP inh | 6 | 10 | -7 | 9 | -1 | -3 | 9 |
| HTRA1 inhibitor | -2 | 0 | 1 | -6 | 4 | 3 | -6 |
| PG9 Ab binder | 0.9 | -2.6 | -0.7 | -2.9 | -2.0 | -1.5 | -0.1 |
| SMARCA2 act | -2 | -2 | -2 | -2 | -2 | 1 | 0 |
| Rev-erbA mod | -2 | -2 | 2 | 19 | 3 | 3 | 4 |
| rCAG RNA binder | -7 | 3 | 2 | 4 | 5 | 3 | -5 |
| GC-B act | 3 | 3 | 2 | -5 | -5 | 8 | -1 |
| ABHD4 inh | 8 | -3 | -2 | 0 | -5 | 0 | 6 |
| ARFGAP1 inh | 9 | 3 | 1 | 6 | 15 | 3 | 3 |
| NPR1 activator | 1 | 0 | 2 | -2 | 3 | 2 | -1 |
